From PubChem BioAssay
HP1b chromo inh: HTS for Inhibitors of HP1-beta Chromodomain Interactions with Methylated Histone Tails. Potency, µM (series often up to 114 µM), inactives show at the top dose activity change, negative = inhibition, most hits filed as inhibitors. AlphaScreen HP1-beta / biotin-H3K9me3 peptide binding. Chromobox protein homolog 1 (Homo sapiens), P83916. 390,000 compounds, 0.56% hits; note: nearly all actives have a fitted effect of over 70% in size; inactives centre near 23
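Compound inhibition of the preformed complex between 50 nM HP1-beta and 50 nM biotinylated H3K9me3 peptide was read by AlphaScreen. Buffer was PBS pH 7.4 with 0.01% Tween-20. Incubations ran 30 min at room temperature, with 10 ug/mL donor/acceptor beads.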
PGK inhibitor: qHTS Assay to Find Inhibitors of Phosphoglycerate Kinase; Phosphoglycerate kinase, glycosomal (Trypanosoma brucei brucei), P07378; PGK/GAPDH coupled, Kinase-Glo luminescence, 60 min; Potency, µM (highest dose often 57.5 µM), for the others: top-dose activity change, negative = inhibition, actives largely listed as inhibitors; 380,000 compounds, 0.043% hits; note: % is set by controls: 0 for no effect and ±100 for the full control effect; nearly all actives have a fitted effect of over 60% in size
Target sequence (P07378 whole entry, looked up): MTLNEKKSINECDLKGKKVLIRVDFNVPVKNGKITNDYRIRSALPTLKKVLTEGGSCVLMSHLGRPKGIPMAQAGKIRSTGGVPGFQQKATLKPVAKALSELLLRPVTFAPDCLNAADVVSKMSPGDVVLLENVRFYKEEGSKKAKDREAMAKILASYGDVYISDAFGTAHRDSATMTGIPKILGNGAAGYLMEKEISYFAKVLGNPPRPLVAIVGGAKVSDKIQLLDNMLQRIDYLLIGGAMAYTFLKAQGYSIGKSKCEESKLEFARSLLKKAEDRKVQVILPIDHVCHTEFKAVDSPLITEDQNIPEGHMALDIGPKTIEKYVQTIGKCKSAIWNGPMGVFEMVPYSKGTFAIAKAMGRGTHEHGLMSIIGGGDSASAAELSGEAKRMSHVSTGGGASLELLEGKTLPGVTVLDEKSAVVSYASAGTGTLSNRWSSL
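Recombinant glycosomal PGK reaction used 1,3-bisphosphoglycerate generated in-well by GAPDH (100nM final) in 100mM TEA pH 7.6, 5mM MgCl2, 0.01% Tween-20. After 60 minutes at room temperature, ATP was read by Kinase-Glo Plus luminescence end-point.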
RGS4 inh: Inhibitors of Regulator of G Protein Signaling (RGS) 4: qHTS | Regulator of G-protein signaling 4 (Homo sapiens), P49798 | Transcreener GDP fluorescence polarization, RGS4-accelerated GTP hydrolysis | Potency, µM (top dose mostly 114 µM), without a hit: at the highest dose activity change, negative = inhibition, usual class: inhibitors | 390,000 compounds, 0.039% hits | AID 504845, 2011; note: % is set by controls: 0 for no effect and ±100 for the full control effect; nearly all actives have a fitted effect of over 75% in size; some results filed as inactive show a strong effect at the top dose
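MLSMR compounds (23 nl, pin-transferred) preincubated 10 min at room temperature with a 500nM (2x) first reagent, then RGS4 at 900nM (2x) plus Transcreener GDP mix added; fluorescence polarization (620/688 nm) read before and after 90 min at 30 °C.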
ALOX12 inh: Primary qHTS assay for inhibitors of human arachidonate 12S-lipoxygenase (ALOX12): Round 2 | Potency, µM (top dose mostly 108 µM), without a hit: at the highest dose activity change, negative = inhibition, most hits filed as inhibitors | 580,000 compounds, 1.1% hits | AID 1671190, 2021 | purified 12hLO, xylenol orange hydroperoxide absorbance | Polyunsaturated fatty acid lipoxygenase ALOX12 (Homo sapiens), P18054; note: % is set by controls: 0 for no effect and ±100 for the full control effect
Target sequence (P18054 whole entry, looked up): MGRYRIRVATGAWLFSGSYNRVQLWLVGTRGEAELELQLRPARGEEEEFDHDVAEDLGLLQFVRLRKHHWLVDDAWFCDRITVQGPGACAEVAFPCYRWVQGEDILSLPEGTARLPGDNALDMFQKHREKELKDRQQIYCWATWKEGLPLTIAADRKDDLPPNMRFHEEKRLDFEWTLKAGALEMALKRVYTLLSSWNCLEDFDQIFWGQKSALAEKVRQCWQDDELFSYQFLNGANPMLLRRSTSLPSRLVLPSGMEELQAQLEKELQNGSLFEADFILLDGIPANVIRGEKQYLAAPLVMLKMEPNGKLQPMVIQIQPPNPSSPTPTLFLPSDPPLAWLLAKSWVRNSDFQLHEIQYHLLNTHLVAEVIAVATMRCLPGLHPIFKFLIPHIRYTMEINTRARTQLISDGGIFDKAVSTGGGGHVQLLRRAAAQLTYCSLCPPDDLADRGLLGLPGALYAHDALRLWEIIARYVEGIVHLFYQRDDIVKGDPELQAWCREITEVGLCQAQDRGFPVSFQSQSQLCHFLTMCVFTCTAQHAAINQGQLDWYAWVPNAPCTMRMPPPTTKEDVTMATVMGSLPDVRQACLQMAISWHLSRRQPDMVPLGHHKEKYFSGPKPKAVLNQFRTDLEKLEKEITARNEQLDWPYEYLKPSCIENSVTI
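Purified human 12hLO (150 nM final) in 25 mM Hepes, 0.01% Triton X-100, pH 7.0 was preincubated 15 min at room temperature with compound. Then 40 uM arachidonic acid was added, 30 min. Hydroperoxide was read by Fe-XO absorbance ratio 573/405 nm.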
ERG Ets-DNA blk: qHTS for Small Molecule Inhibitors of the ERG Ets/DNA interaction. Transcriptional regulator ERG (Homo sapiens), P11308. fluorescence polarization, His-ERG Ets domain / labelled DNA. Potency, µM (top dose mostly 76.9 µM), for the others: at the top dose FP activity, negative = inhibition, actives largely listed as inhibitors. 370,000 compounds, 0.028% hits; active = well fitted inhibition curve with a large enough effect in the polarisation, with a control signal flat; inconclusive = small, poorly fitted or top-dose-only effect, or effect the other way, or a change in a side signal; inactive = no such curve, though single readings can be large or run the other way; the % refers to the polarisation;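 note: polarization taken with two DNA probes labelled with fluorescein and Texas red; % of control where 0% means no effect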
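His-tagged ERG Ets domain (1 uM in the protein solution; 300mM KCl, 50mM Tris-HCl, 1mM EDTA, 1mM DTT, pH 7.5) received compound, then a probe mix of 5 nM fluorescein-DNA and 100nM Texas-615-DNA. Fluorescence polarization was read for both dyes.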
GLS inhibitor: qHTS for Inhibitors of Glutaminase (GLS). 410,000 compounds, 0.21% hits. Glutaminase kidney isoform, mitochondrial (Homo sapiens), O94925. Potency, µM (doses to about 45.5 µM), for inactives: top-dose activity change, negative = inhibition, actives largely listed as inhibitors. GLS enzymatic activity, qHTS titration; note: % is set by controls: 0 for no effect and ±100 for the full control effect
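Two-point fluorescence kinetic (t0, 30 min RT) for hKGA; glutamate detected via glutamate oxidase–HRP–Amplex Red. Substrate: 1 mM L-glutamine solution; buffer 45 mM KH2PO4, pH 8.2.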
JMJD2A Tudor inh: qHTS Assay for Inhibitors of JMJD2A-Tudor Domain. AlphaScreen JMJD2A-Tudor / H3K4me3 peptide binding. Lysine-specific demethylase 4A (Homo sapiens), O75164. Potency, µM (doses to about 114 µM), without a hit: at the highest dose activity change, negative = inhibition, most hits filed as inhibitors. 390,000 compounds, 4.4% hits; note: % is set by controls: 0 for no effect and ±100 for the full control effect; nearly all actives have a fitted effect of over 50% in size
rTrxR1 inhibitor: qHTS Assay for Inhibitors of Mammalian Selenoprotein Thioredoxin Reductase 1 (TrxR1): qHTS; Thioredoxin reductase 1, cytoplasmic (Rattus norvegicus), O89049; recombinant rTrxR1, NADPH fluorescence consumption, selenite substrate; Potency, µM (series often up to 114 µM), inactives show at the top dose activity change, negative = inhibition, usual class: inhibitors; 390,000 compounds, 1% hits; AID 588453, 2011; note: % is set by controls: 0 for no effect and ±100 for the full control effect; nearly all actives have a fitted effect of over 65% in size
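Rat TrxR1 (90 nM in the dispensed reagent) was pre-reduced with 400 uM NADPH for 5 min at room temperature, then incubated with compound for 15 min. After 400 uM selenite was added, NADPH fluorescence (Ex 340/Em 450 nm) was followed for 8 min.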
Pin1 inh: qHTS Assay to Find Inhibitors of Pin1; Potency, µM (highest dose often 115 µM), for inactives: at the top dose activity, negative = inhibition, most hits filed as inhibitors; Pin1 FP peptide displacement, HiFluor488, 10 min; Peptidyl-prolyl cis-trans isomerase NIMA-interacting 1 (Homo sapiens), Q13526; 390,000 compounds, 0.009% hits; active = well fitted inhibition curve with a large enough effect in the polarisation, with a control signal flat, not every such curve was filed as active; inconclusive = small, poorly fitted or top-dose-only effect, or effect the other way, or a change in a side signal; inactive = no such curve, though single readings can be large or run the other way; the % refers to the polarisation; note: % is set by controls: 0 for no effect and ±100 for the full control effect
Starred values were filed as active, the others as inactive; i = inactive; ? = inconclusive; / = no result given; [ ] = dose if it differs, or a comment. Unless noted, calls come from the whole dose curve; as a rule, active = well fitted curve in the direction sought with a large enough effect; inconclusive = small, poorly fitted or top-dose-only effect, or another doubt; inactive = no such curve, though single readings can be large; an effect the other way counts as inactive or inconclusive. Potency is the fitted concentration of half-maximal effect.

nr | Compound | Pin1 inh | PGK inhibitor | rTrxR1 inhibitor | RGS4 inh | HP1b chromo inh | GLS inhibitor | ALOX12 inh | JMJD2A Tudor inh | ERG Ets-DNA blk
1 | Cc1ccc(NC(=S)N/N=C2/CCCCc3ccccc32)cc1 | 0% | 10% | -9% | -6%[56.9 µM] | -20% | 11% | 32µM* | ? | 1%
2 | O=C(CSc1n[nH]c(-c2ccco2)n1)Nc1sc2c(c1C(=O)Nc1ccccc1)CCCC2 | 40%[activator] | -4% | -15% | 10% | 20% | 5% | 0% | -23% | 4%
3 | O=C1Nc2ccccc2S/C1=C/c1cccs1 | 27% | -3% | -24% | -4% | 17% | 11% | 10% | -18% | 6%
4 | Cc1ccc(S(=O)(=O)N2[C@@H](c3cccc(Cl)c3)C(C(=O)O)=CC[C@H]2c2ccc(Cl)cc2)cc1 | ? | -4% | 15%[57.1 µM] | 30% | 26% | 18% | ? | -24% | 3%
5 | CCOC(=O)c1cnc(-n2nc(C)cc2C)[nH]c1=O | -7% | i | -18% | 0%[11.4 µM] | 36% | -3% | 58%[activator] | -18%[11.4 µM] | -3%
6 | C=CC(C)N1C(=O)S/C(=C\c2ccc(N3CCOCC3)cc2C)C1=O (stereo unspecified) | ? | -3% | 19%[57.1 µM] | 5% | 12% | 3% | 20% | -21% | 3%
7 | O=c1c(-c2ccc(Cl)cc2)c(C(F)(F)F)oc2c(CN3CCCCC3)c(O)ccc12 | 1% | 6% | 8% | 3% | 43% | 8% | -19% | -9% | 3%
8 | CSc1ccc(CNC(=O)Cn2nc(C)c3c(C)n(-c4ccc(C)cc4)nc3c2=O)cc1 | -6% | -1% | 36% | 7% | 35%[activator] | 11% | 5% | 11% | 11%
9 | O=C(Nc1ccc(C(=O)N2CCOCC2)cc1)c1ccc([N+](=O)[O-])cc1 | -2% | 7% | 15% | -4% | 12% | 0% | 2% | -4% | -2%
10 | CCOc1ccc2nc(N3CCCC(C(=O)NCCc4ccc(OC)cc4OC)C3)sc2c1 (stereo unspecified) | 2% | i | 0% | -10% | 44%[activator] | -4% | 5% | -16% | -6%
11 | COc1ccccc1-n1c(SCC(=O)N(C)C2CCS(=O)(=O)C2)nc2ccccc2c1=O (stereo unspecified) | -1% | 1% | 14% | 5% | 27% | 8% | 0% | -7% | -4%
12 | COc1ccc(C2Nc3ccccc3C(=O)N2c2ccc(C)cc2)cc1Cn1nnc2ccccc21 (stereo unspecified) | 3% | -7%[11.5 µM] | 71%[activator] | 20% | 5% | 6% | 2%[57.4 µM] | -5% | /
13 | COc1cccc(NC(=O)N2CCC(C(N)=O)(N3CCCCC3)CC2)c1 | 24% | i | 2%[57.1 µM] | -21% | 41%[activator] | -7% | 7% | 0% | -2%
14 | CN(CC(=O)NC1CCCCCC1)S(=O)(=O)c1ccc(F)cc1 | 5% | -7% | 15% | -1% | 26% | 4% | 198%[activator] | -3% | 1%
15 | COc1ccccc1C(=O)NCC(=O)N/N=C/c1cn[nH]c1-c1ccccc1 | 4% | -2% | 3% | 9% | 30% | 9% | 24% | -10% | -4%
16 | Cn1c(CC(=O)NNC(=O)c2ccc(Cl)nc2)nc2ccccc21 | 4% | -1% | 12% | 2% | 38% | 2% | 4% | -13% | -2%
17 | CCN(C(=O)CSc1nnnn1C)c1c(N)n(Cc2ccccc2)c(=O)[nH]c1=O | -1% | -1% | 11% | 1% | 31% | 2% | -4% | -9% | 1%
18 | Oc1[nH]c2ccccc2c1C=NCC1CCCO1 (stereo unspecified) | -9% | -1% | -3% | -47% | 20% | 0% | -9% | -17% | 2%
19 | Cc1oc(-c2ccc(Cl)cc2)nc1CN1CCC(C(=O)NCCCN2CCCC(C)C2)CC1 (stereo unspecified) | 3% | -2% | -10% | 17% | 28% | 4% | -5% | -16% | 0%
20 | O=c1c2ccccc2nnn1COc1cccc(Cl)c1 | 0% | -8% | 39% | -21% | 81%[activator] | 1% | 0% | 45%[activator] | -12%
21 | O=C(O)C1=C[C@H](c2ccccc2)C[C@H](OCc2ccc(CO)cc2)O1 | -14% | -7% | -1% | 8% | 36% | 1% | -21% | -8% | 4%
22 | Cc1cccc(NC(=O)CN(C)C(C)C(=O)Nc2ccc(S(=O)(=O)N3CCCC3)cc2)c1C (stereo unspecified) | 4% | -2% | 0% | 1% | 9% | 3% | -11% | -27% | 0%
23 | CC(=O)/C(=N/Nc1ccc(C)cc1)Sc1nnc(CCc2ccccc2)n1-c1ccccc1 | 7% | -3% | 21%[57.1 µM] | 24% | 11% | -3% | -7% | ? | -5%
24 | CCCCNC(=O)C(=O)N/N=C/c1ccc(OCc2ccccc2)cc1 | 1% | i | 28% | 13% | 18% | -7% | -5% | 3% | -3%
25 | Cc1ccc(CNS(=O)(=O)c2ccc(N3CCCCS3(=O)=O)cc2)cc1 | -7% | -7% | 14%[57.1 µM] | 7% | 27% | -10% | -13% | -2% | -5%
26 | O=C(NCCc1ccc(Cl)cc1)c1cnccn1 | 1% | -2% | 21% | 5% | 33% | 2% | 4% | -16% | 15%
27 | CCOC(=O)C1CCCN(CC(=O)Nc2nccs2)C1 (stereo unspecified) | -5% | -2% | 4%[57.1 µM] | 6% | 16% | -13% | ? | ? | 1%
28 | C/C(=N\NS(=O)(=O)c1ccc(Br)cc1)c1cccs1 | -5% | -8% | 1% | 10% | 11% | 14% | 67%[activator] | -5% | -2%
29 | NC(=O)NOCc1ccc(Cl)cc1Cl | -1% | -3% | 20%[57.1 µM] | ? | -10% | 10% | 3% | -3%[11.4 µM] | -4%
30 | COc1ccc(C(=O)Nc2ccnn2C2CCN(C(=O)c3cnsn3)CC2)cc1 | -7% | -5% | -8% | 9% | 24% | -3% | 6% | 11% | -14%

Some of these compounds in order of their number in Pin1 inh, largest number first:
| no. | SMILES | Pin1 inh | PGK inhibitor | rTrxR1 inhibitor | RGS4 inh | HP1b chromo inh | GLS inhibitor | ALOX12 inh | JMJD2A Tudor inh | ERG Ets-DNA blk |
| --- | --- | --- | --- | --- | --- | --- | --- | --- | --- | --- |
| 14 | CN(CC(=O)NC1CCCCCC1)S(=O)(=O)c1ccc(F)cc1 | 5% | -7% | 15% | -1% | 26% | 4% | 198%[activator] | -3% | 1% |
| 20 | O=c1c2ccccc2nnn1COc1cccc(Cl)c1 | 0% | -8% | 39% | -21% | 81%[activator] | 1% | 0% | 45%[activator] | -12% |
| 29 | NC(=O)NOCc1ccc(Cl)cc1Cl | -1% | -3% | 20%[57.1 µM] | ? | -10% | 10% | 3% | -3%[11.4 µM] | -4% |
| 21 | O=C(O)C1=C[C@H](c2ccccc2)C[C@H](OCc2ccc(CO)cc2)O1 | -14% | -7% | -1% | 8% | 36% | 1% | -21% | -8% | 4% |

Continued.
nr | Compound | Pin1 inh | PGK inhibitor | rTrxR1 inhibitor | RGS4 inh | HP1b chromo inh | GLS inhibitor | ALOX12 inh | JMJD2A Tudor inh | ERG Ets-DNA blk
31 | O=C(OC1CCN(c2ccc([N+](=O)[O-])cc2)CC1)c1ccccc1 | 4% | -4% | -15% | 12% | 4% | / | 1% | 7% | -4%
32 | CC(=O)NC(C(=O)NCC(N)=O)C(C)C (stereo unspecified) | -7% | -11% | 7% | -19% | 26% | 0% | 0% | -8% | -3%
33 | O=C(NCCCn1ccnc1)c1cc(-c2ccc(Cl)cc2)nc2ccccc12 | -4% | -6% | 19%[57.1 µM] | -7% | -5% | 2% | 132%[activator] | ? | 0%
34 | CCc1ccccc1NC(=S)N1CCCCCC1 | 2% | -12% | 17% | 16% | 37% | 0% | 0% | -14% | -13%
35 | O=C(Nc1ccc(OC(F)(F)C(F)F)c(NC(=O)c2cccc(F)c2)c1)c1cccc(F)c1 | -3% | -6% | -6% | -8% | 19% | -7% | 15% | 2% | -2%
36 | Cc1ccc(-c2nc3cc(C(C)C)ccc3o2)cc1NC(=O)c1cccs1 | 35%[activator] | 10% | 22% | -4% | 30% | -3% | 0% | 0% | 0%
37 | O=c1cc(O)nc2n1CCCS2 | -1% | -3% | -3% | -20% | 36%[activator] | 8% | 0%[57.4 µM] | -2% | -7%
38 | O=C1c2ccccc2S(=O)(=O)N1CC(O)COc1ccc(Br)cc1 (stereo unspecified) | -4% | 0% | 1% | 5% | 33% | 1% | -6% | -17% | -1%
39 | O=[N+]([O-])c1ccc(NC(=S)N2CCN(S(=O)(=O)c3ccccc3)CC2)cc1 | 2% | 7% | -13% | -8% | -2% | 0% | 138%[activator] | ? | -11%
40 | CC(=O)N1CCc2c(sc(NC(=O)Cc3ccc(F)cc3)c2C(N)=O)C1 | 7% | 8% | 24% | 0% | 41%[activator] | 1% | 8% | -2% | -5%

Look-ups from the results shown:
no. 37 in Pin1 inh = -1%
no. 33 in GLS inhibitor = 2%
no. 38 in PGK inhibitor = 0%
no. 40 in Pin1 inh = 7%

This is a subset; count on the stated rates, not on these rows.
